Bioassay records deposited in PubChem BioAssay by several laboratories.
CAL PDZ FP-1 = CAL PDZ peptide-binding inhibitors, primary screen, biochemical, fluorescence polarization, Cer-tagged CAL PDZ, HTS; Golgi-associated PDZ and coiled-coil motif-containing protein (Homo sapiens), Q9HD26; purified CAL PDZ, TMR-peptide fluorescence polarization, 1 h; inhibition, % at 20 µM; 0.02% of 330,000 active; AID 504414, 2011;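 active means highest replicate inhibition of at least 40%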;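 further: plate controls were DMSO neutral control wells for no effect and unlabeled competitor peptide control wells for full effect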
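material = purified tagged CAL PDZ domain construct (CerCALP) | buffer or medium = sodium phosphate/NaCl buffer pH 7.4 with TCEP, IgG, Thesit | reagent = TMR-labelled reporter peptide T*-PRC34 bound in PDZ groove | incubation = 1 h room-temperature incubation prior to read | measured by = fluorescence polarization (mP) | evaluation = percent inhibition from loss of millipolarization | control set = unlabelled peptide and DMSO controls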
Keap1-Nrf2 PPI = Keap1-Nrf2 protein-protein interaction inhibitors, primary screen, biochemical, fluorescence polarization, single point. 0.15% of 340,000 active. inhibition, % at 9.4 µM. Keap1 Kelch-Nrf2 peptide fluorescence polarization, 1536-well. AID 504523, 2011; in the data active means inhibition above about 12%;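 further: human Keap1 Kelch domain with fluorescein labeled Nrf2 9mer peptide probe; 0% = neutral control wells and 100% = peptide positive control; higher means more block of Keap1 binding to Nrf2 peptide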
Target sequence (Q14145 whole entry, looked up, the tested form may be a part): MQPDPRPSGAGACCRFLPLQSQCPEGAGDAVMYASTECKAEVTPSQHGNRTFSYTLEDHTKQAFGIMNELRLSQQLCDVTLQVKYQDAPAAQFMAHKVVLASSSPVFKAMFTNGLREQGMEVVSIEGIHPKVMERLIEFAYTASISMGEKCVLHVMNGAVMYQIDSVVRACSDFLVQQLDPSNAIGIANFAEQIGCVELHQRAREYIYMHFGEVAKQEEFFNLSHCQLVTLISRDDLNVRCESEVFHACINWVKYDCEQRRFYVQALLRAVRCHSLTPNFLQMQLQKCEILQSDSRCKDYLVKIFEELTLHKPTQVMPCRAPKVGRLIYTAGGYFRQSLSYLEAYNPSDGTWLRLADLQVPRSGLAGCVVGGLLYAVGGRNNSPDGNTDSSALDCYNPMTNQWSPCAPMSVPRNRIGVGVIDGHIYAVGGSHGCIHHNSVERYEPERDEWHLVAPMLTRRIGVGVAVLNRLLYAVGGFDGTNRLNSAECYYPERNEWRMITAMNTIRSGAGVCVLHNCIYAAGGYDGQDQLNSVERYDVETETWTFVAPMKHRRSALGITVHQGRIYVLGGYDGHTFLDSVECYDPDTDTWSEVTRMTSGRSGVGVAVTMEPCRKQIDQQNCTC
CAL PDZ FP-2 = untagged CAL PDZ binding inhibitors, primary screen, biochemical, fluorescence polarization, HTS; 0.92% of 300,000 active; AID 602252, 2012; inhibition, % at 24.9 µM; purified CAL PDZ, TMR-peptide fluorescence polarization, 1 h;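 active means mean inhibition of at least 30% with at least half of replicates also reaching 30%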;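 further: 0% = DMSO neutral control and 100% = excess unlabeled competitor peptide PRC23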
DAGLB inhibitor = DAGLB lipase inhibitors, primary screen, biochemical, fluorescence, HTS; Diacylglycerol lipase-beta (Homo sapiens), Q8NCG7; HEK293T DAGLB membrane lysate, EnzChek fluorogenic substrate; inhibition, % at 5.17 µM; 0.059% of 340,000 active; AID 504411, 2011; in the data active means inhibition above about 34%;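 further: 0% = enzyme with vehicle and 100% = wells lacking enzyme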
RTF Ca sens inh = cardiac RTF calcium sensitivity inhibitors, primary screen, biochemical, IANBD-TnC fluorescence, EC70 calcium; Troponin I, cardiac muscle (Homo sapiens) + Troponin T, cardiac muscle (Homo sapiens) + …; IANBD-labeled cardiac RTF, Ca2+ fluorescence; inhibition, % at 7.15 µM; 0.12% of 340,000 active;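 active means inhibition above the mean inhibition of all tested compounds plus 3 SD, cut at about 17% in these data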;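 further: assay run at fixed EC70 calcium of 1.6 mM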
DSG3 Ab inh = inhibitors of pemphigus antibody binding to DSG3, primary screen, biochemical, bead-based, flow cytometry, scFv-GFP; Desmoglein-3 (Homo sapiens), P32926; DSG3-coupled beads, scFv-anti-DSG3-GFP binding; active compounds read low; binding (percent of control), % at 10 µM; 0.48% of 310,000 active; AID 588358, 2011;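 active means binding more than 3 SD below its plate's average and above zero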;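 further: hits lower antibody fragment binding to DSG3; some compounds called inactive have numbers as strong as hits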
C-LANA FP = inhibitors of KSHV C-LANA binding to DNA, primary screen, biochemical, fluorescence polarization, FAM-LBS DNA, MBP-C-LANA, single point. Kaposi's sarcoma herpesvirus LANA C-terminal domain (residues 932-1162) DNA binding. inhibition, % at 9 µM. 0.078% of 340,000 active;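 active means highest replicate inhibition at or above 60% at 9 µM, even if other replicates fall short; inactive means all replicates below 60% inhibition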;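 further: 0% = neutral control wells and 100% = 4 µM acridine orange control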
V-ATPase pHluor = regulators of yeast V-ATPase proton pumping, primary screen, pHLuorin cytosolic pH fluorescence. AID 504577, 2011. response, % at 10 µM. S. cerevisiae. 0.37% of 350,000 active; in the data active means response mostly above about 7.3%, no sharp cut-off; inactive means mostly below about 5.4%; further: actives read high; inactives centre near 0; some compounds called inactive have numbers as strong as hits
NSD2 HMT inh = NSD2 histone methyltransferase inhibitors, primary screen, biochemical, AlphaScreen, single concentration, set 2; Histone-lysine N-methyltransferase NSD2 (Homo sapiens), O96028; 0.54% of 310,000 active; NSD2 peptide methylation, 120 min; inhibition, % at 12.5 µM; in the data active means inhibition above about 50%
Arrestin-AP2 inh = inhibitors of beta-arrestin/AP2 binding, primary screen, biochemical, GPCR trafficking, flow cytometry; FITC-arrestin peptide / GST-AP2 beads; AP2 beta2 appendage carries R879A mutation; inhibition, % at 10 µM; 0.31% of 340,000 active; AID 504490, 2011;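 active means inhibition above a set limit, near 3 SD of compounds lacking own fluorescence, cut at about 54% in these data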;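 further: plate controls were DMSO wells for no effect and 5 µM unlabelled arrestin peptide for full effect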
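System: GST-tagged AP2 beta2-adaptin appendage (R879A) on 4 µm glutathione beads / Reagent: FITC-arrestin peptide, 50 nM / Detection: HyperCyt-sampled flow cytometry, FL1 channel, ex 488/em 535 nm / Timing: 12 min plus 1 h, RT / Buffer or medium: PBS plus Tween 20 (0.05%) and BSA (0.1%)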
An asterisk follows results filed as active; x = not tested or not shown. A portion of the library. The share of hits here may be higher or lower than overall.

Codes: A = CAL PDZ FP-1; B = Keap1-Nrf2 PPI; C = CAL PDZ FP-2; D = DAGLB inhibitor; E = RTF Ca sens inh; F = DSG3 Ab inh; G = C-LANA FP; H = V-ATPase pHluor; I = NSD2 HMT inh; J = Arrestin-AP2 inh
structure: CC(C)[C@H](NC(=O)c1ccccc1)C(=O)Nc1ccc2c(c1)OCO2
  A: -0.9 | B: -1 | C: 1 | D: -3 | E: -4 | F: x | G: 0.3 | H: -1 | I: 1 | J: 16
structure: O=C(CSc1ccc(-c2ccco2)nn1)Nc1ccccc1
  A: -1.7 | B: 3 | C: -3 | D: -1 | E: 14 | F: 109 | G: -0.7 | H: -1 | I: 3 | J: 19
structure: Cc1cc(C)cc(OCC(=O)Nc2ccc(N3CCCCC3)cc2)c1
  A: -2.2 | B: 0 | C: 0 | D: -1 | E: -7 | F: 82 | G: -0.3 | H: -2 | I: x | J: 32
structure: CC[C@]12c3[nH]c4cc(CCC(=O)N(C)C)ccc4c3CCN1C(=O)[C@@H](CC(=O)NCCCn1ccnc1)C[C@@H]2C(=O)N1CCN(C(=O)c2ccco2)CC1
  A: -0.1 | B: 2 | C: -4 | D: -3 | E: -4 | F: 97 | G: 0.3 | H: 1 | I: x | J: 36
structure: O=C(CSc1n[nH]c(-c2ccccn2)n1)Nc1ccccc1
  A: 0.3 | B: -3 | C: 14 | D: -1 | E: -7 | F: 102 | G: -1.0 | H: 6 | I: -2 | J: -1
structure: CCC(=O)N(Cc1cc2cc(OC)ccc2[nH]c1=O)c1cc(C)ccc1C
  A: -0.7 | B: -6 | C: -2 | D: 1 | E: 10 | F: x | G: 0.9 | H: 2 | I: -1 | J: -3
structure: COc1ccc(C(=O)Nn2c(SCC(=O)NCC3CCCO3)nc3ccccc3c2=O)cc1 (stereo not given)
  A: -0.1 | B: 0 | C: -3 | D: -2 | E: -20 | F: x | G: -1.9 | H: 0 | I: 0 | J: 9
structure: CC(C)[C@H](NC(=O)c1ccccc1Cl)C(=O)OCc1cc([N+](=O)[O-])cc2c1OCOC2
  A: -0.6 | B: -1 | C: -2 | D: 1 | E: -11 | F: 98 | G: 0.0 | H: 0 | I: -1 | J: 11
structure: Cc1nc(Cl)cc(N/N=C/c2ccc(O)cc2)n1
  A: 4.0 | B: 1 | C: -3 | D: 1 | E: -4 | F: 97 | G: -1.0 | H: -33 | I: 18 | J: 10
structure: COc1ccc(CCNC(=O)C/C(C)=N/NC(=O)COc2ccc(C)cc2Br)cc1OC
  A: -1.0 | B: -7 | C: -4 | D: 0 | E: 7 | F: 100 | G: 0.2 | H: -1 | I: 3 | J: 0

Taken from the listing for reference:
Codes: A = CAL PDZ FP-1; B = Keap1-Nrf2 PPI; C = CAL PDZ FP-2; D = DAGLB inhibitor; E = RTF Ca sens inh; F = DSG3 Ab inh; G = C-LANA FP; H = V-ATPase pHluor; I = NSD2 HMT inh; J = Arrestin-AP2 inh
structure: CCC(=O)N(Cc1cc2cc(OC)ccc2[nH]c1=O)c1cc(C)ccc1C
  A: -0.7 | B: -6 | C: -2 | D: 1 | E: 10 | F: x | G: 0.9 | H: 2 | I: -1 | J: -3
structure: COc1ccc(C(=O)Nn2c(SCC(=O)NCC3CCCO3)nc3ccccc3c2=O)cc1 (stereo not given)
  A: -0.1 | B: 0 | C: -3 | D: -2 | E: -20 | F: x | G: -1.9 | H: 0 | I: 0 | J: 9
structure: CC(C)[C@H](NC(=O)c1ccccc1Cl)C(=O)OCc1cc([N+](=O)[O-])cc2c1OCOC2
  A: -0.6 | B: -1 | C: -2 | D: 1 | E: -11 | F: 98 | G: 0.0 | H: 0 | I: -1 | J: 11
structure: Cc1nc(Cl)cc(N/N=C/c2ccc(O)cc2)n1
  A: 4.0 | B: 1 | C: -3 | D: 1 | E: -4 | F: 97 | G: -1.0 | H: -33 | I: 18 | J: 10
structure: COc1ccc(CCNC(=O)C/C(C)=N/NC(=O)COc2ccc(C)cc2Br)cc1OC
  A: -1.0 | B: -7 | C: -4 | D: 0 | E: 7 | F: 100 | G: 0.2 | H: -1 | I: 3 | J: 0

In the list so far, 3 have an NH in an aromatic ring:
Codes: A = CAL PDZ FP-1; B = Keap1-Nrf2 PPI; C = CAL PDZ FP-2; D = DAGLB inhibitor; E = RTF Ca sens inh; F = DSG3 Ab inh; G = C-LANA FP; H = V-ATPase pHluor; I = NSD2 HMT inh; J = Arrestin-AP2 inh
structure: CC[C@]12c3[nH]c4cc(CCC(=O)N(C)C)ccc4c3CCN1C(=O)[C@@H](CC(=O)NCCCn1ccnc1)C[C@@H]2C(=O)N1CCN(C(=O)c2ccco2)CC1
  A: -0.1 | B: 2 | C: -4 | D: -3 | E: -4 | F: 97 | G: 0.3 | H: 1 | I: x | J: 36
structure: O=C(CSc1n[nH]c(-c2ccccn2)n1)Nc1ccccc1
  A: 0.3 | B: -3 | C: 14 | D: -1 | E: -7 | F: 102 | G: -1.0 | H: 6 | I: -2 | J: -1
structure: CCC(=O)N(Cc1cc2cc(OC)ccc2[nH]c1=O)c1cc(C)ccc1C
  A: -0.7 | B: -6 | C: -2 | D: 1 | E: 10 | F: x | G: 0.9 | H: 2 | I: -1 | J: -3

Additional compounds.
Codes: A = CAL PDZ FP-1; B = Keap1-Nrf2 PPI; C = CAL PDZ FP-2; D = DAGLB inhibitor; E = RTF Ca sens inh; F = DSG3 Ab inh; G = C-LANA FP; H = V-ATPase pHluor; I = NSD2 HMT inh; J = Arrestin-AP2 inh
structure: NC(=O)COC(=O)c1c2c(nc3ccccc13)CCCC2
  A: -0.8 | B: -6 | C: -3 | D: 1 | E: 8 | F: x | G: -0.3 | H: -2 | I: -2 | J: 10
structure: CC(C)C1C(C#N)=C(N)Oc2n[nH]c(-c3cccs3)c21 (stereo not given)
  A: -0.9 | B: -1 | C: 54* | D: 0 | E: 5 | F: 106 | G: 0.4 | H: -2 | I: -7 | J: -5
structure: COc1ccc(CCN(Cc2nc3ccccc3c(=O)[nH]2)C(=O)c2ccco2)cc1OC
  A: -0.5 | B: -6 | C: x | D: -2 | E: -5 | F: 93 | G: -0.4 | H: -4 | I: -6 | J: 10
structure: COc1ccc(C2NCCn3cccc32)cc1 (stereo not given)
  A: 1.3 | B: -7 | C: 0 | D: 0 | E: -1 | F: 109 | G: -0.7 | H: 1 | I: 0 | J: 4
structure: CCC(NC(=O)c1cc(COc2cc(C)c(Cl)c(C)c2)on1)c1ccncc1 (stereo not given)
  A: -1.2 | B: -5 | C: 0 | D: 0 | E: 5 | F: 120 | G: -0.7 | H: 1 | I: -2 | J: 3
structure: COC(=O)CC1=NN(c2ccccc2)C(=O)/C1=C\c1ccc(OC)cc1
  A: -1.1 | B: 3 | C: -3 | D: 1 | E: -8 | F: 110 | G: -0.6 | H: 1 | I: 7 | J: 11
structure: Cn1c(=O)c2c(SCC(=O)N3CCN(c4ccccc4)CC3)nc(C3CC3)nc2n(C)c1=O
  A: 0.1 | B: -7 | C: -5 | D: 1 | E: 0 | F: 96 | G: 0.7 | H: 1 | I: x | J: 20
structure: COc1ccc(-c2nnc(SCC(=O)NCC3CCCO3)n2C)cc1 (stereo not given)
  A: 0.0 | B: -1 | C: -1 | D: 1 | E: 0 | F: 96 | G: -1.4 | H: -2 | I: 12 | J: -2
structure: CCc1ccc(C(=O)N2CCC(c3nc4ccccc4s3)CC2)cc1
  A: 0.5 | B: -6 | C: -7 | D: -13 | E: 3 | F: x | G: 0.2 | H: -1 | I: 1 | J: 22
structure: COc1cc(/C=C(/NC(C)=O)C(=O)O)cc(Cl)c1OCc1ccc(Br)cc1
  A: -4.2 | B: 4 | C: -5 | D: 2 | E: -5 | F: 98 | G: -1.5 | H: 2 | I: 4 | J: 36

Later entries.
Every second line gives: CAL PDZ FP-1, Keap1-Nrf2 PPI, CAL PDZ FP-2, DAGLB inhibitor, RTF Ca sens inh, DSG3 Ab inh, C-LANA FP, V-ATPase pHluor, NSD2 HMT inh, Arrestin-AP2 inh
O=C(CC1(O)C(=O)Nc2ccccc21)c1ccc(-n2cccc2)cc1 (stereo not given)
    -1.4, -3, -2, 4, -2, x, -0.5, -6, -2, 31
c1ccc2[nH]c(CSc3nnc(-c4ccncc4)o3)nc2c1
    0.0, -6, -1, -3, 2, x, 0.9, 3, -2, 0
O=S(=O)(Nc1ccccc1Cl)c1cccc2nsnc12
    0.4, 0, -1, 1, -19, 107, x, 2, -2, 15
c1nc(N2CCCCC2)c2[nH]cnc2n1
    -0.1, -3, x, 2, -3, 98, -0.9, -1, x, 15
